High-throughput results as filed in PubChem BioAssay.
HEK293 viab: counter-screen for SNCA expression inhibitors: cell viability. HEK-293-SNCA-luc viability, GF-AFC fluorescence, 24 h. hit rate 0.12% among 150,000. Potency, µM (top dose mostly 57.1 µM), for inactives: top-dose activity change, negative = cytotoxicity, most hits filed as cytotoxic. AID 1671193;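 further: potency means the concentration at half of the fitted maximal effect; 0% = DMSO-treated cells and -100% = medium-only wells without cells; nearly all actives have a fitted effect of over 30% in size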
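Cytotoxicity counterscreen: after 24 h compound treatment of genome-edited SNCA-luciferase HEK-293 cells, live-cell protease substrate GF-AFC read by fluorescence after 30 min; activity scaled between DMSO (0%) and medium-only (-100%), curves Hill-fitted.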
SNCA expr inh: inhibitors of alpha-synuclein (SNCA) gene expression; HEK-293 SNCA-luciferase knock-in, luminescence, 24 h; hit rate 0.17% among 140,000; Potency, µM (top dose mostly 57.2 µM), without a hit: at the highest dose activity change, negative = inhibition, usual class: inhibitors;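 further: potency means the concentration at half of the fitted maximal effect; plate controls were DMSO cells for no effect and cell-free wells for full effect; nearly all actives have a fitted effect of over 45% in size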
NIH3T3 tox: NIH 3T3 cell cytotoxicity. Potency, µM (series often up to 96.7 µM), inactives show at the top dose activity change, negative = cytotoxicity, most hits filed as inhibitors. NIH 3T3 viability, CellTiter-Glo ATP luminescence, 48-72 h. hit rate 4.3% among 94,000; further: potency means the concentration at half of the fitted maximal effect; nearly all actives have a fitted effect of over 55% in size
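ATP-dependent luminescence (CellTiter-Glo) served as the viability signal for NIH 3T3 cells treated with compound for 48 or 72 hr at 37 °C.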
IP6K1 inhibitor: blocks human inositol hexakisphosphate kinase 1. Q92551. IP6K1 kinase, ADP-Glo luminescence, 2 h; stronger effect = lower value. activity change, % (series mostly up to about 58 µM). hit rate 0.81% among 140,000. AID 1645851; in the data active means activity change below about -25%
Target sequence (Q92551 whole entry, looked up): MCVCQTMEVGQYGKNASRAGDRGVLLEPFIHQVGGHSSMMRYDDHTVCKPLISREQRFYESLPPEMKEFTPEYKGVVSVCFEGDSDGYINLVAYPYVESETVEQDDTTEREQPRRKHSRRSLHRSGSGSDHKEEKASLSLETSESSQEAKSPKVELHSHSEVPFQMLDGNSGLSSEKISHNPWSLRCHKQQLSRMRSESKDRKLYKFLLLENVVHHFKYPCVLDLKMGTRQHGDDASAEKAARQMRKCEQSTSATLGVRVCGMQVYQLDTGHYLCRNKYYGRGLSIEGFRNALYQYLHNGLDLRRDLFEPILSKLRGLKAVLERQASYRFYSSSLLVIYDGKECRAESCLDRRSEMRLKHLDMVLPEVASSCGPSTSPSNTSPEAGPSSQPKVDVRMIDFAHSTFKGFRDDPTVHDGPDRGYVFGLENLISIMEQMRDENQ
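ADP-Glo luminescence measures ADP made by human IP6K1 during a 2 h RT reaction with ATP/IP6 (mix at 1.3 mM/130 uM); top library doses 57.5 and 19.1 uM final.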
HEK293 tox: cytotoxic compounds in HEK 293 cells; HEK 293 viability, ATP luminescence (CellTiter-Glo), 48-72 h; AID 1345083; Potency, µM (doses to about 115 µM), inactives show at the top dose activity change, negative = cytotoxicity, hits mostly inhibitors; hit rate 6.6% among 94,000; further: potency means the concentration at half of the fitted maximal effect; nearly all actives have a fitted effect of over 60% in size
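Cells seeded first (HEK 293, 250 cells/well), then compound added by pintool. Incubation ran 48 or 72 hr at 37 degree Celsius. CellTiter-Glo was added and luminescence imaged after 10 min at room temperature.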
FLuc inh: blocks purified firefly luciferase enzyme activity | purified P. pyralis luciferase, luminescence, biochemical | Potency, µM (top dose mostly 115 µM), without a hit: top-dose activity change, negative = inhibition, most hits filed as inhibitors | P08659 | hit rate 2.5% among 76,000; further: potency means the concentration at half of the fitted maximal effect; nearly all actives have a fitted effect of over 65% in size
Target sequence (P08659 whole entry, looked up): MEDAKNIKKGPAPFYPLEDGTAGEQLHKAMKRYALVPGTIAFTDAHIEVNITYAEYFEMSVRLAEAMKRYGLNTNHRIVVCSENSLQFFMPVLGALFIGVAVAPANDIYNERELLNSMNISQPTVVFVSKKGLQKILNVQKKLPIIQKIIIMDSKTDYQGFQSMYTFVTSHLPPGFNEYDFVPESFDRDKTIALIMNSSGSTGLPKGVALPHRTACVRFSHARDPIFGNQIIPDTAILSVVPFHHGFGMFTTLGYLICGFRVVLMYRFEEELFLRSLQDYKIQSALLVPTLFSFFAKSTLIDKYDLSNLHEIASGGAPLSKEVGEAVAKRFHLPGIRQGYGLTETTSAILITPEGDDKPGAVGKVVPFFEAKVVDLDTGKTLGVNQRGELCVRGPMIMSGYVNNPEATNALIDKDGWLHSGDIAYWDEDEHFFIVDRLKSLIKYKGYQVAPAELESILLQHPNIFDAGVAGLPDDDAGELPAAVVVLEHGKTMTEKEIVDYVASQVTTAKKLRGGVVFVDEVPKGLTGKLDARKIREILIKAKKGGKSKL
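FLuc 10nM, D-luciferin 10uM, ATP 10uM, Mg acetate 10mM, Tris acetate pH 7.5, Tween/BSA; cpd qHTS; enzyme added last; CCD luminescence.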
GPT2 inhibitor: blocks human glutamate pyruvate transaminase 2. Recombinant GPT2, coupled pyruvate oxidase/HRP Amplex Red fluorescence. Potency, µM (titrated, usually from 57.7 µM), inactives show at the highest dose activity change, negative = inhibition, hits mostly inhibitors. hit rate 0.25% among 100,000. AID 1671188; further: potency means the concentration at half of the fitted maximal effect; nearly all actives have a fitted effect of over 60% in size; many of its hits are not listed in these tables
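Recombinant GPT2 (10ng/uL) with 250uM a-KG and 2mM L-alanine, 30 min at room temperature, in HEPES pH 7.5 buffer. Pyruvate detected by pyruvate oxidase/HRP/Amplex Red fluorescence after 30 min in the dark; AOA (50uM) as positive control.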
Active calls of the source: *; i = inactive; ? = inconclusive; nt = no result given; [ ] = another dose, or the depositor's remark. Unless noted, the call rests on the fitted dose curve; in most records, active means well fitted curve in the direction sought with a large enough effect; inconclusive means small, poorly fitted or top-dose-only effect, or another doubt; inactive means no such curve, though single readings can be large; an effect the other way counts as inactive or inconclusive. Unless noted, on the % scale 0 is the no-effect control and ±100 the full control effect.

SMILES	HEK293 viab	SNCA expr inh	NIH3T3 tox	IP6K1 inhibitor	HEK293 tox	FLuc inh	GPT2 inhibitor
O=C(CCC1CCCN(C(=O)Cc2c[nH]c(=O)[nH]c2=O)C1)Nc1ccccc1F (stereo not given)	2%	2%	-14%	1	-37%	-8%	-1%
CNCC(=O)N1CCC2(CC1)CN(Cc1ccccc1)CC2CO (stereo not given)	?	-15%	i	10	i	-2%	i
COc1ccc2c(c1)c1c(c(=O)n(-c3cccc(C)c3)c(=O)n1CC(=O)NCCC1=CCCCC1)n2C	-8%	56%[activator]	nt	6	nt	nt	nt
C1CCC2(CC1)C(OCC1CC1)CN2C1CCNCC1 (stereo not given)	-19%	-2%	?	4	?	4%	-23%
O=C(Nc1ccc(Cl)cc1)N1CCN(C(=O)c2nc3cccnc3n(Cc3ccccc3)c2=O)CC1	2%[12.5 µM]	20%	?	1	?	nt	4%
O=C1c2oc3ccc(F)cc3c(=O)c2C(c2cccc([N+](=O)[O-])c2)N1CCCN1CCOCC1 (stereo not given)	0%	-9%	nt	3	nt	nt	nt
COc1ccccc1Oc1ncccc1CNCc1c(F)cccc1Cl	4%	6%	-19%	0	?	-9%	i
O=C(C1CCCC1)N1CCN(c2nc3ncccc3o2)CC1	-5%[87.6 µM]	-22%[87.6 µM]	-11%[138 µM]	6	-10%[172 µM]	0%[172 µM]	i
CCOc1ccccc1C1NC(=O)N(CC(=O)Nc2ccccc2C(C)C)C2=C1C(=O)OC2 (stereo not given)	10%	16%	-16%	0	?	11%	i
CC(C)(C)C(=O)N1CCC2(CC1)OCC(C(=O)NCc1ccco1)N2C(=O)c1ccc(F)cc1 (stereo not given)	-3%	?	-7%	-4	1%	-5%	i
O=C1NCCOCCN(S(=O)(=O)c2cccs2)[C@@H]2CCCC[C@H]12	4%	-1%	-10%	6	-19%	6%	3%
CCc1ccc(NC(=O)CN(c2ccc(OC)cc2)S(=O)(=O)c2c(C)[nH]c(=O)[nH]c2=O)cc1	14%	-17%	nt	-31*	nt	nt	nt
O=C(CCC1CCN(S(=O)(=O)N2CCCC2)CC1)Nc1ccccc1Cl	-5%	-21%	?	19	?	12%	-14%
COc1ccc(C(=O)N2[C@@H]3CC[C@H]2CC(NC(=O)c2ccncc2)C3)cc1 (stereo not given in full)	0%	6%	-13%	9	-5%	-10%	?
CCCC(=O)N1CCC2(CC1)CC(N(Cc1ccc(F)cc1)C1CC1)CCO2 (stereo not given)	-9%	-22%	-18%	19	?	6%	i
CN(CC1CCOC1)C(=O)Nc1ccccc1Cl (stereo not given)	-5%	-24%	i	15	3%	-12%	1%
CN(C)CCOC(C)(c1ccccc1)c1ccc(Cl)cc1 (stereo not given)	-36%	nt	nt	11	nt	nt	3%
Cc1nn(CCC(=O)Nc2cccc(C#N)c2)c(C)c1S(=O)(=O)N1CCCCC1	-5%	0%	nt	2	nt	nt	nt
Cc1cc(C(=O)N2CC(n3c(C)cnc3-c3ccccc3)C2)n(C)n1	6%	-8%	-15%	12	-8%	nt	1%
COc1ccc(-c2nc3scc(CCNS(=O)(=O)c4cccc(C(C)=O)c4)n3n2)cc1	?	4%	nt	-4	nt	nt	nt
CCN1C(=O)CCN(Cc2cccc(OC)c2OC)CC12CCOCC2	11%	-4%	-9%	-8	i	-5%	i
Cc1cc(C(=O)N[C@H]2[C@H](O)[C@H](O)C[C@@H]2c2ccccc2)c(C(F)(F)F)o1	1%[87.6 µM]	-6%[87.6 µM]	-4%[174 µM]	1	-5%[172 µM]	-2%[172 µM]	-10%[88.5 µM]
Cc1cccc2c1O[C@H]1[C@H](CO)CN([S+](=O)([O-])Cc3ccccc3)[C@@H]21	nt	nt	?	21	79µM*	nt	nt
Cc1ccc(NC(=O)c2ccc3c(=O)n4nc(Nc5ccccc5C)sc4nc3c2)cc1C	2%	20%	nt	-14	nt	nt	nt
Cn1ncc2c(C(=O)Nc3ccccc3F)cc(-c3cccc(F)c3)nc21	nt	nt	4%	-5	4%	nt	nt
COc1ccccc1-c1nnc([C@H]2CCN(C(C)=O)C2)o1	3%[87.6 µM]	7%[87.6 µM]	-10%[230 µM]	16	-1%[230 µM]	-7%[230 µM]	0%[88.5 µM]
Cc1cccc(N2CCN(C(=O)c3ccc4c(c3)N(Cc3cccc(Cl)c3)C(=O)c3ccccc3S4=O)CC2C)c1 (stereo not given)	-8%	?	nt	7	nt	nt	nt
Fc1cccc(-c2nnn3c2nc(NCc2ccc4c(c2)OCO4)c2ccccc23)c1	24%	15%	nt	-10	nt	nt	nt
CC(C)Cc1cn(CC2CCCN(C(=O)c3ccc4c(c3)CCO4)C2)nn1 (stereo not given)	-26%	3%	?	-2	?	?	i
Cc1noc(C)c1[S+](=O)([O-])N1CCC2(CC1)CC(=O)N(c1ccccc1)c1ccccc1O2	4%	47%[activator]	-16%	-4	-20%	-8%	i

Two entries from above, with each value named:
SMILES: Cc1nn(CCC(=O)Nc2cccc(C#N)c2)c(C)c1S(=O)(=O)N1CCCCC1
  HEK293 viab = -5%
  SNCA expr inh = 0%
  NIH3T3 tox = nt
  IP6K1 inhibitor = 2
  HEK293 tox = nt
  FLuc inh = nt
  GPT2 inhibitor = nt
SMILES: Cc1cc(C(=O)N2CC(n3c(C)cnc3-c3ccccc3)C2)n(C)n1
  HEK293 viab = 6%
  SNCA expr inh = -8%
  NIH3T3 tox = -15%
  IP6K1 inhibitor = 12
  HEK293 tox = -8%
  FLuc inh = nt
  GPT2 inhibitor = 1%

By substructure: the entries above containing an NH in an aromatic ring
SMILES	HEK293 viab	SNCA expr inh	NIH3T3 tox	IP6K1 inhibitor	HEK293 tox	FLuc inh	GPT2 inhibitor
O=C(CCC1CCCN(C(=O)Cc2c[nH]c(=O)[nH]c2=O)C1)Nc1ccccc1F (stereo not given)	2%	2%	-14%	1	-37%	-8%	-1%
CCc1ccc(NC(=O)CN(c2ccc(OC)cc2)S(=O)(=O)c2c(C)[nH]c(=O)[nH]c2=O)cc1	14%	-17%	nt	-31*	nt	nt	nt

Other results follow.
SMILES	HEK293 viab	SNCA expr inh	NIH3T3 tox	IP6K1 inhibitor	HEK293 tox	FLuc inh	GPT2 inhibitor
N#Cc1ccc(CN2CCn3c(nn(-c4ccc(F)cc4F)c3=O)C2)cc1	3%	22%	-24%	4	?	6%	i
O=C(Nc1ccc(F)cc1)c1ncn(-c2ccccc2)n1	-5%	70%[activator]	nt	-9	nt	nt	nt
CCCCSCCCNC(=O)c1cn(CC)c2ccc(S(=O)(=O)N3CCOCC3)cc2c1=O	10%	-16%	nt	-15	nt	nt	nt
O=C(NCc1nnc2n1CCCC2)[C@H]1CNC[C@H](C(=O)N2CCOCC2)C1	8%	2%	3%	18	4%	-11%	2%
CCc1ccc(OCC(=O)Nc2ccc(-c3nc4ncccc4o3)cc2)cc1	1%	45%[activator]	nt	10	nt	nt	nt
Cc1ccc(CN2CC(C(=O)N3CCc4c(nc5cc(-c6ccccc6)[nH]n5c4=O)C3)CC2=O)cc1 (stereo not given)	-1%	-14%	2%	2	11%	-13%	i
CCOc1ccc(-c2nc(CSCC(=O)NCc3ccc(C)cc3)c(C)o2)cc1	3%	?	nt	1	nt	nt	nt
CC(C)CC(=O)Nc1c(C(=O)N2CCN(c3ccccc3F)CC2)oc2ccccc12	-3%	10%	nt	-7	nt	nt	nt
CCN1CCN(CCCNC(=O)Cn2c(-c3cccs3)cc3ccccc32)CC1	-24%	27%	nt	13	nt	nt	nt
CCc1nncn1C1CCN(S(=O)(=O)c2cccc(OC)c2)CC1	-1%	?	-19%	12	-2%	-6%	i
CN(C)c1cccc(-c2cn(C)c(=O)n3cc(CN4CCNC(=O)C4)nc23)c1	0%[87.6 µM]	74%[activator][87.6 µM]	?	-12	-22%[172 µM]	4%[172 µM]	i
O=c1cc(-c2ccccn2)oc2c(NCc3ccccc3)nccc12	-3%[87.6 µM]	-11%[87.6 µM]	?	-20	?	-1%[172 µM]	i
CC1(CCC(=O)N2CCCC2C(=O)Nc2ccccc2Oc2cccnc2)CC1 (stereo not given)	-3%	32%[activator]	-10%	8	-30%	6%	i
O=C1Nc2ccccc2C12CN([S+](=O)([O-])c1cccc(C(F)(F)F)c1)C2	-3%	-29%	?	-10	-22%	nt	i
Cc1ccc(NC(=O)c2nc3sccn3c2-c2cccnc2)cc1	?	10%[87.6 µM]	?	15	-24%[172 µM]	nt	i
C#C[C@]1(O)CC[C@H]2[C@@H]3CCc4cc(O)ccc4[C@H]3CC[C@@]21C	-32%[23.9 µM]	-41%[25.6 µM]	nt	18	nt	nt	-1%
O=[S+]([O-])(c1cccs1)N1CCCN(c2ccc3nnc(C4CC4)n3n2)CC1	nt	nt	?	5	?	nt	nt
COc1ccc(C(=O)N[C@H]2CO[C@H]3[C@@H]2OC[C@@H]3n2nnnc2Oc2ccc3c(c2)OCO3)cc1	-21%	?	-33%	7	?	-4%	-4%
Cc1ccc(C(=O)Nc2c(-c3ccccc3)nc3ccccn23)cc1	?	?	nt	-3	nt	nt	nt
CC(C)[S+](=O)([O-])N(C)Cc1cccc(N2CCN([S+](=O)([O-])c3c(Cl)cccc3Cl)CC2)c1F	nt	nt	?	4	?	nt	nt
CCOc1ccc(NC(=O)Cn2c(=O)n(CCCC(=O)NCCc3ccc(Cl)cc3)c(=O)c3ccccc32)cc1	9%	?	nt	1	nt	nt	nt
O=C(Cc1cccs1)N1CCCN(c2cc(-c3ccc(Br)cc3)[nH]n2)CC1	-20%	-29%	35µM*	4	45µM*	-7%	?
CCc1ccc(NC(=O)Cn2cccc2-c2nc(-c3ccc4c(c3)OCO4)no2)cc1	11%	5%	i	10	16%	-11%	-30%
COc1ccc(C)cc1C(=O)NC1CC(c2nnc(CN(C)C)n2C)C1 (stereo not given)	4%	8%	-18%	6	-2%	4%	-5%
Cc1nn(-c2ccccc2)c2c1C(C)N(C1CCCN(C(=O)C3CCCC3)C1)C2=O (stereo not given)	nt	nt	?	22	?	nt	nt
Nc1ncc(C(=O)N2CCCC3(CCOC3)C2)c(-c2ccccc2)n1 (stereo not given)	2%	-1%	i	-7	-3%	1%	-8%
CC(C)c1cccc(NC(=O)C2CCN(C(=O)c3ncn4c3COC(c3ccccc3)C4)CC2)c1 (stereo not given)	-1%	58%[activator]	4%	-13	?	3.5µM*	i
CC(Oc1ccccc1)C(=O)NCc1nnc2ccc(-c3ccccc3)nn12 (stereo not given)	1%	4%	-11%	-7	-33%	8%	3%
CNC(=O)[C@H]1CN(C(=O)CO)[C@]2(C)C(=O)N(CC3CC3)c3ccccc3[C@H]12	-10%[23.9 µM]	-3%[25.6 µM]	?	34	-14%[57.5 µM]	nt	-12%[27.3 µM]
CCOC(=O)C(C)Sc1nnc2ccc3ccccc3n12 (stereo not given)	-5%	62%[activator]	nt	-7	nt	nt	nt
c1ccc2oc(-c3ccnc4ncnn34)cc2c1	-22%	68%[activator]	?	-5	-18%	-23%	i
CNC(=O)[C@@H](c1ccccc1F)N1CCC[C@H]1C(=O)N1CCOCC1	7%[87.6 µM]	9%[87.6 µM]	1%[174 µM]	0	-9%[172 µM]	-3%[172 µM]	2%[88.5 µM]

The list is partial; count on the stated rates, not on these rows.
